High-throughput results as filed in PubChem.
LAP4-GFP MLPCN: alters LAP4-GFP fluorescence in TOR pathway yeast screen. S. cerevisiae LAP4-GFP multiplex, flow cytometry GFP, 3 h; median GFP as percent of DMSO wells. GFP response vs DMSO, % at 10 µM. 320,000 compounds, 0.34% hits. AID 2023;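 active = GFP response vs DMSO above a set limit, about the screen mean plus 3 SD, cut at about 150% in these data; inconclusive = under 70 cell events counted for the yeast strain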
MEP2 TOR yeast: modulators of TOR pathway MEP2-GFP in S. cerevisiae | GFP response vs DMSO, % at 10 µM | S. cerevisiae MEP2-GFP strain, flow cytometry GFP, 3 h; 100% = DMSO control level | AID 2016 | 330,000 compounds, 0.51% hits;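 active = GFP response versus DMSO above a set limit, roughly screen mean plus 3 SD, cut at about 180% in these data; inconclusive = fewer than 70 cells counted for a yeast strain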;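 also: median GFP fluorescence of the barcode-gated MEP2-GFP cells per well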
CR mimetic SO: yeast age-related superoxide inhibition as caloric restriction mimetic | S. cerevisiae aged cells, superoxide DHE fluorescence; stronger effect = lower value | superoxide response (% of plate mean), % at 10 µM | 330,000 compounds, 0.18% hits;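 active = superoxide response under a set limit, about three screen SD below normal, cut at about 65% in these data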;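 also: yeast aged for seven days with compound at 30 °C before DHE staining; 100% = average MFI of all compound-treated wells on the plate with controls excluded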
RPL19A TOR yeast: yeast TOR pathway RPL19A-GFP modulation; percent response vs DMSO, % at 10 µM; AID 2025; S. cerevisiae RPL19A-GFP strain, flow cytometry, 3 h; stronger effect = lower value; 330,000 compounds, 0.3% hits;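 active = percent response vs DMSO below 50%; inconclusive = fewer than 70 events counted for the yeast strain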;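 also: median channel GFP fluorescence of the barcoded RPL19A-GFP strain; ratio of sample median GFP to plate DMSO average so 100% = DMSO; lower means less RPL19A-GFP as with rapamycin TOR inhibition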
JMJD2C inh: blocks human GASC-1 demethylase activity. 330,000 compounds, 0.069% hits. inhibition, % at 2.35 µM. GST-JMJD2C(1-420) H3K9me3 demethylation, DELFIA europium;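 active = more than half of a compound's replicate wells show inhibition beyond 50%, single wells judged on their own value; inconclusive = some, but no more than half, of replicates pass 50% inhibition; inactive = no replicate passes 50% inhibition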;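 also: signal counts dimethyl H3K9 product captured on neutravidin plate; 0% = median of DMSO wells and 100% = 0.3 times that DMSO median; strong numbers were not always called active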
Target sequence (Q9H3R0 1-420 limits assumed): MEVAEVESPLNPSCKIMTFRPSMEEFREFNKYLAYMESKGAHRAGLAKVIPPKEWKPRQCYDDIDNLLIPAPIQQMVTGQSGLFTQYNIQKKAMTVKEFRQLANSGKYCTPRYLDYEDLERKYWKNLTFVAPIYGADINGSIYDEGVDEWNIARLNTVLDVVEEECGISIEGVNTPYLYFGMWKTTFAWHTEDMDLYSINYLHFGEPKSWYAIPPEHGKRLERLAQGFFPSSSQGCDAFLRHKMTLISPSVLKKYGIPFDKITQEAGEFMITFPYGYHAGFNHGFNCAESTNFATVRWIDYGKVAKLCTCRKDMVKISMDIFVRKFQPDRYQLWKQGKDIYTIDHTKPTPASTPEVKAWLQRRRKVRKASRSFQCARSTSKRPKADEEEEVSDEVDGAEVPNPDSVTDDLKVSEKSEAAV
proCasp3 act: activators of human procaspase-3; P42574; recombinant procaspase-3 D3A, Ac-DEVD-pNA absorbance 405 nm; activation, % at 8.5 µM; 330,000 compounds, 0.11% hits; AID 463141;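 active = activation above the mean of all tested compounds plus 3 SD, cut at about 21% in these data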;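 also: 0% = DMSO alone and 100% = DMSO wells spiked with extra 5 µM PC-3 D3A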
Target sequence (P42574 whole entry D9A/D28A/D175A): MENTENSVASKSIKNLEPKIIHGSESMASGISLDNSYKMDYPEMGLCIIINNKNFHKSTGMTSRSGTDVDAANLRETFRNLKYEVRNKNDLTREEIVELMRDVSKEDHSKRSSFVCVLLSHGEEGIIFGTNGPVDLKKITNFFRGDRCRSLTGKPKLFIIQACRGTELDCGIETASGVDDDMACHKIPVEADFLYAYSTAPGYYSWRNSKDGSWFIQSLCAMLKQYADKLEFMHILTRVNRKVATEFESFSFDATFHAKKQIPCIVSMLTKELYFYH
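Technique: 405 nm absorbance of p-nitroaniline, reads at 0 and 120 min; Test system: Procaspase-3 D3A mutant; Incubation: 1 h enzyme-compound preincubation, then 2 h substrate reaction, 25 °C; Repeats: singlicate, each compound tested once; Benchmarks: low control DMSO wells, high control DMSO plus 5 µM PC-3 D3A.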
proCasp7 act: counter-screen for procaspase-3 activators: activators of human procaspase-7 | activation, % at 8.5 µM | recombinant procaspase-7, Ac-DEVD-pNA absorbance 405 nm; D23A/D198A/D206A triple mutant, cannot self-cleave; scale: DMSO 0, 5 µM enzyme 100 | 330,000 compounds, 0.093% hits | P55210;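 active = percent activation above the screen-wide mean plus 3 SD, cut at about 25% in these data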
Target sequence (P55210 whole entry D23A/D198A/D206A): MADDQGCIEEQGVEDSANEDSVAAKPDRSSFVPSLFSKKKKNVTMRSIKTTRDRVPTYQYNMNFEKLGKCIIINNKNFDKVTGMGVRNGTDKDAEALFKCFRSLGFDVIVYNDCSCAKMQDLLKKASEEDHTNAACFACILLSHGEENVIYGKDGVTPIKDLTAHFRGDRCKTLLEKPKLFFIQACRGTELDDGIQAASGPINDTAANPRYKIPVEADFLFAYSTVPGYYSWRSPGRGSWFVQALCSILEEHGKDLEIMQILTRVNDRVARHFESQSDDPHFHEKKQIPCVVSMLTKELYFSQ
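Assay system: Uncleavable procaspase-7 mutant enzyme | Input: 2 µM procaspase-7 mutant as dispensed | Timing: 1 h compound preincubation, 2 h substrate cleavage, 25 °C | Repeats: One well per compound | Control set: DMSO wells as 0%, DMSO with 5 µM added PC-7 as 100% | Technique: Epi-absorbance of released pNA at 405 nm, two timepoints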
AHR act: human AHR activation. P35869. AHR-responsive luciferase reporter cells, luminescence. activation, % at 5 µM. 320,000 compounds, 2.5% hits. AID 2796; in the data active = activation above about 47%;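 also: 0% = vehicle wells and 100% = reference agonist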
* marks the source's active call; other numbers are inactive results; u = inconclusive; x = not tested or not shown; & = joins results of further samples; [ ] = dose if it differs, or a comment. An unsorted share of the library; overall some 3.8% were active at least once.

SMILES	LAP4-GFP MLPCN	MEP2 TOR yeast	CR mimetic SO	RPL19A TOR yeast	JMJD2C inh	proCasp3 act	proCasp7 act	AHR act
COc1cccc(NC(=O)CNC(=O)N2CC(=O)Nc3ccccc32)c1	100	106	92	94	-16	-6	8	44
Cc1nn(C)cc1NC(=O)c1nn(C)cc1[N+](=O)[O-]	92	101	99	99	-16	7	5	0
COc1ccc2[nH]cc(CCNS(=O)(=O)c3ccc(F)cc3)c2c1	99	98	95	102	-2	-2	-3	26
O=C1N(CN2CCN(c3cccc(Cl)c3)CC2)c2ccccc2C12OCCCO2	104	105	82	99	-4	2	-6	5
O=C(OCc1cncs1)c1cccs1	102	100	90	103	9	0	2	-1
C=CCNC(=O)/C(=C/c1cccc([N+](=O)[O-])c1)NC(=O)c1ccco1	103	102	99	100	15	11	-1	0
COc1cc(C(=O)Nc2ccc(S(=O)(=O)NC(C)(C)C)cc2)cc(OC)c1OC	91	101	85	91	-2	3	-7	-2
CCCC1=Nc2cc(C(=O)NCCN3CCOCC3)ccc2Sc2ccc(C)cc21	106	109	88	107	-15	4	7	1
O=C(Nc1nc(-c2ccccn2)cs1)c1ccc(Br)s1	197*[may fluoresce violet]	114[may fluoresce violet]	92	57[may fluoresce violet]	-6	1	-11	-4
O=c1c(=Nc2ccccc2O)c(=O)c2ccccc12	110	111	94	106	5	-5	3	2
COc1ccc(CCNC(=S)Nc2cc(C)cc(C)c2)cc1	92	92	106	95	-13	1	0	6
CCOc1ccc2c(=O)c(Oc3ccccc3)c(C)oc2c1	101	98	97	100	-1	3	3	13
COc1cc2cc(CCCOC(=O)CCC(=O)O)oc(=O)c2cc1OC	101	96	113	101	7	-2	12	1
CNS(=O)(=O)c1cc(-c2nnc(Nc3ccc(NC(C)=O)cc3)c3ccccc23)ccc1C	95	98	51*	99	-3	-3	-9	-1
CC(=O)COC(=O)c1ccc2noc(-c3ccccc3)c2c1	97	102	112	102	-20	-1	7	8
N#CC1=C(N)Oc2c(ccc3cccnc23)C1c1cccnc1 (stereo not given)	105	104	108	104	-36	5	10	10
CC(=O)N1CCN(CC(O)COc2ccc(Br)cc2)CC1 (stereo not given)	98	104	90	104	6	-3	5	-1
Cc1cccc(C(=O)NC2CCN(S(=O)(=O)c3ccccc3)CC2)c1	95	94	98	106	0	3	8	2
C#CCNc1c(C)c(C)nc2ncnn12	104	102	115	101	u	0	6	6
CCOC(=O)C1(CC2CCCCO2)CCN(Cc2ccccc2-c2ccco2)CC1 (stereo not given)	109	94	90	101	1	9	7	3
CCOC(=O)N1CCN(CC(O)c2c[nH]c3ccc(OC)cc23)CC1 (stereo not given)	97	87	103	104	-6	-3	5	6
COc1ccc(-c2csc(N(CCCN3CCOCC3)C(=O)CCl)n2)cc1	106	99	95	94	0	1	-12	1
COc1cc(C(=O)NCc2ccc(C(=O)NCC(OC)OC)cc2)cc(OC)c1OC	95	99	101	97	5	-1	13	-2
Cc1ccc(C)c(S(=O)(=O)Nc2ccc(C(=O)N3CC(C)OC(C)C3)cc2)c1 (stereo not given)	96	101	96	97	1	4	15	-1
CCC(C)Sc1nc2c(c(=O)[nH]1)C(c1cccs1)C1=C(CCCC1=O)N2 (stereo not given)	95	93	103	91	6	9	3	15
O=C(c1ccccc1)c1nc[nH]c1C(=O)Nc1ccccc1	96	103	93	99	7	9	9	-4
Cc1nn(C)c(C)c1CS(=O)(=O)c1ccccc1	104	104	105	104	-16	5	3	0
COc1ccc(-n2nc3c(N4CCC(C(=O)NCC(C)c5ccccc5)CC4)nnc(C)c3c2C)cc1 (stereo not given)	100	101	82	97	-30	0	15	-1
NS(=O)(=O)c1ccc(CCNC(=O)CN2C(=O)c3ccccc3S2(=O)=O)cc1	108	108	111	104	0	-2	1	-1
CC1CN(S(=O)(=O)c2ccc(NC(=O)CCCN3C(=O)c4ccccc4C3=O)cc2)CC(C)O1 (stereo not given)	98	102	87	99	89	4	10	-3
O=C(NCc1ccc2c(c1)OCO2)C1CC(c2ccc(Cl)c(Cl)c2)=NO1 (stereo not given)	103	104	113	105	4	-3	5	8
CC(=O)NN=C1CCC(c2ccccc2)CC1 (stereo not given)	x	x	117	x	-6	-2	-6	3
CCC(C(=O)NCc1ccc(F)cc1)N(CCc1ccccc1)C(=O)c1snc(C(N)=O)c1N (stereo not given)	101	99	98	101	3	2	-13	-1
CCOC(=O)C1=C(COC(=O)CCNS(=O)(=O)c2ccc(C)c(C)c2)NC(=O)NC1C (stereo not given)	108	105	99	97	-4	3	6	2
Cc1cccc(C)c1NC(=O)C(NC=O)c1ccc(N(C)C)cc1 (stereo not given)	104	102	97	96	4	6	-5	4
CC(=O)c1cccc(NC(=O)C(OC(=O)/C=C/c2ccc3c(c2)OCO3)c2ccccc2)c1 (stereo not given)	92	98	113	105	-9	-7	12	-1
CC(NC(=O)C12CC3CC(C)(CC(C)(C3)C1)C2)c1ccncc1 (stereo not given)	99	104	103	105	12	1	4	0
COc1cc(-n2nc(C)c3c2OC(N)=C(C#N)C3c2ccccc2)c(Cl)c(Br)c1O (stereo not given)	91	100	93	103	-1	-5	-8	8
CCN(CC(=O)NCc1ccc(Cl)cc1)C(=O)CSCC(=O)Nc1ccc(OC)cc1	115	111	107	100	4	1	0	14
COC(=O)c1ccc2c(=O)n(CCO)c(=S)[nH]c2c1	97	97	108	95	2	-5	2	3
O=C(NNC1=NCCC1)c1cccc(S(=O)(=O)N2CCCCC2)c1	89	95	92	98	5	2	-8	1
COc1ccccc1NS(=O)(=O)c1ccc(S(=O)(=O)N2CCOCC2)cc1	105	105	97	103	-4	2	7	0
CCCOc1ccccc1C(=O)N1CCNC(=O)C1CC(=O)OC(C)C (stereo not given)	99	107	106	102	-1	-2	-1	2
Cc1cc(-n2c(SCC(=O)NCc3cccs3)nc3n[nH]c(C)c3c2=N)ccc1Cl	83	94	113	92	31	-4	12	70*
Cc1nnc(SCC(=O)NCC2CCCO2)n1-c1ccccc1 (stereo not given)	102	106	87	100	3	2	23	2

In the list so far, 4 contain a thiophene ring, fused or not.
SMILES	LAP4-GFP MLPCN	MEP2 TOR yeast	CR mimetic SO	RPL19A TOR yeast	JMJD2C inh	proCasp3 act	proCasp7 act	AHR act
O=C(OCc1cncs1)c1cccs1	102	100	90	103	9	0	2	-1
O=C(Nc1nc(-c2ccccn2)cs1)c1ccc(Br)s1	197*[may fluoresce violet]	114[may fluoresce violet]	92	57[may fluoresce violet]	-6	1	-11	-4
CCC(C)Sc1nc2c(c(=O)[nH]1)C(c1cccs1)C1=C(CCCC1=O)N2 (stereo not given)	95	93	103	91	6	9	3	15
Cc1cc(-n2c(SCC(=O)NCc3cccs3)nc3n[nH]c(C)c3c2=N)ccc1Cl	83	94	113	92	31	-4	12	70*

Other records
SMILES	LAP4-GFP MLPCN	MEP2 TOR yeast	CR mimetic SO	RPL19A TOR yeast	JMJD2C inh	proCasp3 act	proCasp7 act	AHR act
COc1ccc(CCN2CCCC(CN(C)Cc3cccc(OC)c3)C2)cc1 (stereo not given)	93	106	69	104	-2	5	0	1
CCOc1ccc(NC(=O)CSc2nnc(C)n2CC2CCCO2)cc1 (stereo not given)	x	89	104	98	-38	-6	11	4
Cn1ncc([N+](=O)[O-])c1C(=O)Nc1ccc(-c2nc3ccccc3[nH]2)cc1	97	99	100	100	-5	-3	5	-2
Cc1cc(C(=O)N/N=C/c2cccc(OC(=O)c3ccco3)c2)n[nH]1	99	120	94	110	9	0	4	4
COC(=O)c1ccc(Cn2nnc3ccccc32)cc1	112	99	107	93	-4	0	7	-1
O=C(CN1CCC(n2nnc3cc(F)ccc32)CC1)Nc1ccccc1N1CCOCC1	108	109	116	101	2&3	4	1	-2
CC(=O)Nc1ccc(NC(=O)CSc2ccc3nnc(-c4ccccn4)n3n2)cc1	94	162	93	102	-1	8	9	0
CCOC(=O)[C@@H]1[C@H]2COc3ccccc3[C@H]2N2C(=O)N(c3ccc(C(F)(F)F)cc3)C(=O)[C@]12C	92	98	112	95	-1	2	-9	11
COc1ccc(C)c2sc(=NC(=O)c3cccc(N4C(=O)CCC4=O)c3)n(C)c12	95	91	117	95	-6	-1	-1	37
COc1c(C)cccc1C(=O)Nc1ccc(OCC(=O)N2CCOCC2)cc1C	100	105	82	101	0	-1	0	-10
CCOc1cccc(C2C(C#N)=C(N)Oc3cc(C)[nH]c(=O)c32)c1OCC (stereo not given)	100	96	99	97	5	8	-11	1
COCCCNC(=O)Cn1c(=O)n(CC(=O)NCCc2ccc(OC)c(OC)c2)c(=O)c2sccc21	93	100	90	108	29	-5	-3	0
CC(NC(=O)/C=C/c1ccccc1[N+](=O)[O-])C1CC2CCC1C2 (stereo not given)	102	98	100	103	6	11	1	5
CNC(=S)N/N=C/C1=CCC2CC1C2(C)C (stereo not given)	93	104	114	102	-9	5	4	0
Cc1cc(=O)oc2cc(OCC(=O)NCc3cccnc3)ccc12	100	107	93	98	-2	-8	10	3
Cc1ccc(NC(=O)c2cc(NC(=O)CCCC(=O)O)ccc2Cl)cc1Cl	99	104	119	x	-4	-2	-3	3
Cc1ccccc1CNC(=O)C1CCC(=O)N(CC2CCCCC2)C1 (stereo not given)	111	100	66	97	-24	6	-7	2
COc1ccc(-n2c(=S)[nH]c3c(oc4ccccc43)c2=O)cc1	95	102	97	98	9	-10	-9	46
CC1CCC2(CC1)N=C(N)Nc1nc3ccccc3n12 (stereo not given)	101	100	88	100	-4	1	0	2
CN1CCCN(C(=O)c2ccccc2Cl)CC1	97	100	110	100	17	1	8	0
CCOC(=O)CC(NC(=O)Cc1ccccc1)c1ccccc1Cl (stereo not given)	92	100	93	97	-7	8	4	0
CC(C)C(NC(=O)C(NC(=O)C1O[C@@H]2OC(C)(C)O[C@@H]2[C@H]2OC(C)(C)O[C@@H]12)C(C)C)C(=O)O (stereo not given in full)	89	98	91	103	-14	9	-5	-4
CCCCCCn1c(CN2CCCCC2CC)nc2c1c(=O)n(C)c(=O)n2C (stereo not given)	91	91	115	90	u	7	-2	-1
Cc1c(Cl)cccc1NC(=S)N(C)CCC#N	99	93	94	91	-143	11	1	-3
Cc1nc2ccc(NC(=O)Cc3ccsc3)cc2s1	102	93	99	93	-10	-4	5	17
COc1ccc(OC)c(-c2nnc(-c3ccc(C)o3)o2)c1	108	104	89	96	8	-2	6	17
O=C(NCCCn1ccnc1)Nc1ccc2c(c1)OCO2	99	102	91	106	10	1	1	50*
COc1ccc(C2CC(=O)N3CN(c4ccc(C)c(Cl)c4)CSC3=C2C#N)cc1 (stereo not given)	106	111	84	95	7	-9	-16	1
CCN(CCC(=O)Nc1cc([N+](=O)[O-])ccc1OC)Cc1ccccc1	85	101	83	98	-3	3	4	2
O=C(CSc1nnc(NC(=O)c2cccc(F)c2)s1)NC1CCCC1	90	96	91	93	45	-2	13	1
CSc1nc(-c2ccco2)nn1S(=O)(=O)c1ccc(C)cc1	119	99	100	96	0	6	-2	2
CN1C(=O)c2ccc(NC(=O)c3ccc(Cl)cc3Cl)cc2C1=O	111	102	90	101	-17	5	4	0
CNc1ccccc1-n1ccc(-c2ccccc2)n1	93	103	88	98	-27	9	1	13
